Bioassay records (PubChem)
G9a block: qHTS Assay for Inhibitors of Histone Lysine Methyltransferase G9a. Potency, µM (doses to about 102 µM), inactives show top-dose activity, negative = inhibition, most hits filed as inhibitors. 8.8% of 350,000 active. G9a H3K9 monomethylation, AlphaScreen, 2 h. Histone-lysine N-methyltransferase EHMT2 (Homo sapiens), Q96KQ7. AID 504332, 2011; further: potency means the concentration at half of the fitted maximal effect; on the % scale 0 is the no-effect control and ±100 the full control effect; nearly all actives have a fitted effect of over 75% in size
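Methyltransferase reactions run at room temperature for 2 h (20 nM enzyme, 500 nM biotin-H3K9 peptide, 20 uM SAM) after a 15 min compound preincubation; product detected by AlphaScreen beads and anti-H3K9me1 antibody.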
JMJD2A Tudor inh: qHTS Assay for Inhibitors of JMJD2A-Tudor Domain; 4.4% of 390,000 active; AlphaScreen JMJD2A-Tudor / H3K4me3 peptide binding; Potency, µM (titrated, usually from 114 µM), for inactives: at the top dose activity change, negative = inhibition, actives largely listed as inhibitors; AID 504339, 2011; further: potency means the concentration at half of the fitted maximal effect; on the % scale 0 is the no-effect control and ±100 the full control effect; nearly all actives have a fitted effect of over 50% in size
Pin1 inhibitor: qHTS Assay to Find Inhibitors of Pin1. AID 504891, 2011. Peptidyl-prolyl cis-trans isomerase NIMA-interacting 1 (Homo sapiens), Q13526. Pin1 FP peptide displacement, HiFluor488, 10 min. Potency, µM (top dose mostly 115 µM), inactives show at the highest dose activity, negative = inhibition, hits mostly inhibitors. 0.009% of 390,000 active; active means well fitted inhibition curve with a large enough effect in the polarisation, with a control signal flat, not every such curve was filed as active; inconclusive means small, poorly fitted or top-dose-only effect, or effect the other way, or a change in a side signal; inactive means no such curve, though single readings can be large or run the other way; the % refers to the polarisation; further: potency means the concentration at half of the fitted maximal effect; on the % scale 0 is the no-effect control and ±100 the full control effect
Target sequence (Q13526 whole entry, looked up): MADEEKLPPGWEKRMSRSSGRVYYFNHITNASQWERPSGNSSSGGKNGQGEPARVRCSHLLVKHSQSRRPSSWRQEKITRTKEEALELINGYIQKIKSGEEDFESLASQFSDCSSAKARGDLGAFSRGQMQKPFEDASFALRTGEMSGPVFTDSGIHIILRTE
Pol eta inh: qHTS for Inhibitors of Polymerase Eta; Potency, µM (doses to about 114 µM), for inactives: top-dose activity change, negative = inhibition, usual class: inhibitors; DNA polymerase eta (Homo sapiens), Q9Y253; recombinant Pol eta, fluorescent DNA replication assay; 1.2% of 390,000 active; further: potency means the concentration at half of the fitted maximal effect; on the % scale 0 is the no-effect control and ±100 the full control effect
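Pol eta (10 nM) was preincubated with compounds for 15 min at room temperature, after which fluorescent replication substrate (50 nM final) was added to start the reaction. Fluorescence was read kinetically at 0 and 10 min.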
HP1b binding inh: HTS for Inhibitors of HP1-beta Chromodomain Interactions with Methylated Histone Tails. AlphaScreen HP1-beta / biotin-H3K9me3 peptide binding. Potency, µM (highest dose often 114 µM), for the others: top-dose activity change, negative = inhibition, most hits filed as inhibitors. 0.56% of 390,000 active. AID 540317, 2011; further: potency means the concentration at half of the fitted maximal effect; nearly all actives have a fitted effect of over 70% in size; inactives centre near 23
Target sequence (P83916 whole entry, looked up): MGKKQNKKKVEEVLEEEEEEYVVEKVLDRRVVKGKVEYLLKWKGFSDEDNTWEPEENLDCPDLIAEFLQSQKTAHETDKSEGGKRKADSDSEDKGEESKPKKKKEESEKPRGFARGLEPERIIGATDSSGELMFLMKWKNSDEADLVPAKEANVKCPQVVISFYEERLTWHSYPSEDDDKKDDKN
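AlphaScreen: HP1-beta (50 nM) preformed 30 min with biotin-H3(1-18)K9me3 peptide (50 nM) in PBS pH 7.4, 0.01% Tween-20. Compound added for 30 min at RT, then streptavidin donor/nickel chelate acceptor beads (10 ug/mL) for 30 min.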
BAZ2B inh: qHTS Assay for Inhibitors of BAZ2B; 4.4% of 360,000 active; Potency, µM (titrated, usually from 114 µM), without a hit: at the highest dose activity change, negative = inhibition, usual class: inhibitors; Bromodomain adjacent to zinc finger domain protein 2B (Homo sapiens), Q9UIF8; AlphaScreen BAZ2B-H3K14Ac peptide displacement; further: potency means the concentration at half of the fitted maximal effect; on the % scale 0 is the no-effect control and ±100 the full control effect; nearly all actives have a fitted effect of over 60% in size
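BAZ2B (50 nM) with biotin-H3(5-23)K14Ac peptide (50 nM) in PBS pH 7.4, 0.01% Tween-20, preformed 30 min, then compound 30 min at room temperature; top concentration 110uM. AlphaScreen streptavidin donor/nickel chelate acceptor beads (10 ug/mL final), 20 min dark, signal read.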
PGK inhibitor: qHTS Assay to Find Inhibitors of Phosphoglycerate Kinase. PGK/GAPDH coupled, Kinase-Glo luminescence, 60 min. Potency, µM (series often up to 57.5 µM), inactives show top-dose activity change, negative = inhibition, hits mostly inhibitors. 0.043% of 380,000 active; further: potency means the concentration at half of the fitted maximal effect; on the % scale 0 is the no-effect control and ±100 the full control effect; nearly all actives have a fitted effect of over 60% in size
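Recombinant glycosomal PGK reaction used 1,3-bisphosphoglycerate generated in-well by GAPDH (100nM final) in 100mM TEA pH 7.6, 5mM MgCl2, 0.01% Tween-20. After 60 minutes at room temperature, ATP was read by Kinase-Glo Plus luminescence end-point.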
GLS inh: qHTS for Inhibitors of Glutaminase (GLS); GLS enzymatic activity, qHTS titration; Potency, µM (highest dose often 45.5 µM), inactives show at the top dose activity change, negative = inhibition, hits mostly inhibitors; 0.21% of 410,000 active; AID 624170, 2012; further: potency means the concentration at half of the fitted maximal effect; on the % scale 0 is the no-effect control and ±100 the full control effect
Target sequence (O94925 whole entry, looked up): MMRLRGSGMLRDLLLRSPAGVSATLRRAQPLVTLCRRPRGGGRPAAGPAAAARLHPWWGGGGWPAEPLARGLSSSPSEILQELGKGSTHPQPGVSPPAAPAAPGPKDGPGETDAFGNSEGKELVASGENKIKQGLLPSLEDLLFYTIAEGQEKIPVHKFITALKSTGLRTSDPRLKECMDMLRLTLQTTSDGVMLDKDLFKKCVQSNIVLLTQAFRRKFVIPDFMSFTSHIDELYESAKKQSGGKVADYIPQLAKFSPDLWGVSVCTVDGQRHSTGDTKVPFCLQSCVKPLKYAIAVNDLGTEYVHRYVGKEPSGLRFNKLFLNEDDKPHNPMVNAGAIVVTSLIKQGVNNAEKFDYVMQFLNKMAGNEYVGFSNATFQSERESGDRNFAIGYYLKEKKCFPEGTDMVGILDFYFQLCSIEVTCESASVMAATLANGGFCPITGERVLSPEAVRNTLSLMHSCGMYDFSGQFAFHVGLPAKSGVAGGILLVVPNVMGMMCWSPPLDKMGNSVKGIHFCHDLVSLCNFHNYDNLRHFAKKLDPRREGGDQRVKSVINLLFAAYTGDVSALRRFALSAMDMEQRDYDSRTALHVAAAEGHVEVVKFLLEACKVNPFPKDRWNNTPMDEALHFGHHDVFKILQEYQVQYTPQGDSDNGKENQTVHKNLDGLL
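hKGA in 45 mM KH2PO4 pH 8.2, 0.02% Tween-20 with pin-transferred compounds; 1 mM L-glutamine (stock) plus glutamate oxidase/HRP/Amplex Red coupling added. Fluorescence read initially and after 30 min at RT.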
PI4K2A block: qHTS for small molecular inhibitors of PI4K2A; Phosphatidylinositol 4-kinase type 2-alpha (Homo sapiens), Q9BTU6; 0.13% of 420,000 active; purified PI4K2A, ADP-Glo luminescence, 1 h; hits give low values; activity change, negative = inhibition, % at 76.9 µM; AID 1346378, 2018; in the data active means activity change below about -50%; inconclusive means mostly about -30% to -49%;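 further: -100% = wells without enzyme as full effect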
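PI4K2A activity was measured by ADP-Glo luminescence: enzyme (4 ug/mL stock) and phosphatidylinositol (1.2 mM stock) in Tris pH 7.5/MgCl2/EGTA/Triton X-100 buffer were reacted with ATP (300 microM stock) for one hour at ambient temperature.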
Starred values were filed as active, the others as inactive; i = inactive; ? = inconclusive; · = not tested or not shown; & = joins results of further samples; [ ] = dose if it differs, or a comment. Unless noted, the call rests on the fitted dose curve; in most records, active means well fitted curve in the direction sought with a large enough effect; inconclusive means small, poorly fitted or top-dose-only effect, or another doubt; inactive means no such curve, though single readings can be large; an effect the other way counts as inactive or inconclusive.

The line under a structure holds: G9a block	JMJD2A Tudor inh	Pin1 inhibitor	Pol eta inh	HP1b binding inh	BAZ2B inh	PGK inhibitor	GLS inh	PI4K2A block
O=C(COc1coc(CN2CCN(c3ccccc3)CC2)cc1=O)NCC1CCCO1 (stereo not given)
→ -29%	-7%	48%[activator]	-1%	37%	-7%	-8%	5%	-1
C=CCn1c(C)cc(C(=O)CSc2nnc(-c3cccc(S(=O)(=O)N(CC)CC)c3)o2)c1C
→ -35%[12.7 µM]	-3%	8%	-10%	20%	-33%	-12%	2%	7
CCN(CC)S(=O)(=O)c1ccc2c(c1)nc(CCC(=O)Nc1cccc(C(F)(F)F)c1)n2CC
→ -33%	-15%	35%[activator]	?	40%[activator]	-7%	-10%	-16%	-4
CCN1CCN(CCNC(=O)c2ccc3nc(-c4cccc(C)c4)c(-c4cccc(C)c4)nc3c2)CC1
→ 7%[0.0925 µM]	?	-7%	-25%	-19%	?	i	-10%	-3
Cc1ccc(NC(=O)C2CCCN(S(=O)(=O)c3c(C)noc3C)C2)cc1 (stereo not given)
→ -23%	-4%&-20%	3%&3%	-19%&-8%	45%&38%	2%	-3%&-6%	0%&-11%	-1&-6
O=C(O)c1cccc(Nc2ccc3nonc3c2[N+](=O)[O-])c1
→ -2%	-17%	-3%	-3%	21%	-20%	i	-2%	1
CCOC(=O)N1CCN(C(=O)CN2C(=O)COc3ccc(C)cc32)CC1
→ -2%[12.7 µM]	-7%	2%	-8%	9%	3%	11%	0%	4
COC(=O)c1sccc1NC(=O)Nc1ccccc1C
→ 10%	2%	2%	-15%	46%[activator]	0%	-13%	-7%	-6
CC(=O)Nc1ccc(Nc2nc(C)nc3c2oc2ccccc23)cc1
→ -4%[12.7 µM]	-13%[57.1 µM]	2%	3%	57%[activator]	-4%	i	9%	-1
COc1ccc(Cl)cc1Nc1ccc2cc(S(=O)(=O)N3CCCCC3)ccc2n1
→ 5µM*	46%[activator]	-2%	-18%	68%[activator]	9%	-6%	-7%	2
CCCn1c(N)c(Sc2ccc([N+](=O)[O-])cc2)c(=O)n(CCC)c1=O
→ -24%	-8%	-1%	-1%	13%	-5%	-2%	-11%	2
CCOC(=O)C1CCN(C(=O)CN2c3ccc(CC)cc3-c3ccccc3S2(=O)=O)CC1
→ -31%[59 µM]	-23%	-1%	-14%	34%	-17%	10%	-13%	3
CN(C)C(=O)CSc1nc(-c2ccccc2)nc2c1CCCC2
→ 11%[59 µM]	-9%	0%	5%	37%	-1%	-2%	0%	-1
CCOC(=O)c1noc2nc(C)n(CC(=O)Nc3ccc(Br)cc3C)c(=O)c12
→ 5%[59 µM]	?	4%	-19%	22%[57 µM]	1%	-9%	-13%	1
Cn1ccnc1SCc1ccc(Cl)cc1Cl
→ 8.9µM*	?	-3%	-17%	8%	-13%	0%	6%	0

The listing continues:
| SMILES | G9a block | JMJD2A Tudor inh | Pin1 inhibitor | Pol eta inh | HP1b binding inh | BAZ2B inh | PGK inhibitor | GLS inh | PI4K2A block |
| --- | --- | --- | --- | --- | --- | --- | --- | --- | --- |
| COc1ccc(S(=O)(=O)N(CC(=O)NCC2CCCO2)C2CCCCC2)cc1OC (stereo not given) | 16% | -9% | -4% | -9% | 47%[activator] | 3% | i | -4% | -2 |
| Cc1ccc(S(=O)(=O)N2[C@@H](c3ccccc3F)C(C(=O)O)=CC[C@H]2c2cccc(Cl)c2)cc1 | -7%[2.33 µM] | -27% | -5% | -14% | 19% | 5% | i | 39%[activator] | -1 |
| Cc1ccc(C(=O)N2CCCC2)cc1S(=O)(=O)Nc1ccccc1 | 5%[12.7 µM] | -12% | -6% | -2% | 13% | 0% | -11% | 10% | 3 |
| CC1CCc2cccc3c(O)cc(=O)n1c23 (stereo not given) | · | -11% | 8% | -3% | 25% | · | i | 4% | -4 |
| CSc1ncc2c(n1)-c1ccccc1N(Cc1ccc(Cl)cc1)S2(=O)=O | -5%[59 µM] | 16% | 0% | -7% | 69%[activator] | 10% | -1% | -10% | -2 |
| CCC(C)(C)NC(=O)C(c1ccc(F)cc1)N(Cc1ccc(OC)cc1)C(=O)c1cnccn1 (stereo not given) | -1% | -11% | -6% | -23% | 39%[activator] | 3% | i | -4% | -1 |
| CN(C(=O)c1ccccc1C(=O)OCC(=O)c1ccc(Br)cc1)c1ccccc1 | 2%[2.33 µM] | -16% | 4% | -9% | 22% | -4% | -6% | 10% | 3 |
| COc1ccc(Br)cc1CNC(=O)CCSCc1ccc(C)cc1 | 1%[59 µM] | 2% | 3% | -11% | -10% | 6% | i | -5% | -7 |
| CCCCc1ccc(NC(=O)CN2C(=O)C3CCCCC3C2=O)cc1 (stereo not given) | 7%[0.501 µM] | -8% | -1% | -12% | 26% | -1% | 5% | -2% | 0 |
| CC(=O)n1c2ccccc2c2nc3ccccc3nc21 | 33%[0.501 µM] | 0% | -10% | -8% | 35% | 37%[activator] | 5% | 9% | 0 |
| Clc1cc(Br)ccc1OCCOCCN1CCCC1 | 40µM* | 32µM* | 4% | -2% | ? | ? | 4% | 13% | 7 |
| COc1ccc(C(=O)NCCn2cc(SCC(=O)Nc3cc(C)on3)c3ccccc32)cc1OC | 7%[12.7 µM] | -8% | 3% | 2% | 21% | 4% | 6% | 7% | 1 |
| Cc1ccccc1COc1ccc2oc(C)c(C(=O)O)c2c1 | 9% | -11% | -3% | -17% | -3% | -3% | i | -6% | -1 |
| CN(c1ccccc1)S(=O)(=O)c1nnc(NC(=O)COc2ccccc2)s1 | ? | -26% | 12%&29% | ? | 50%&9%[activator] | -25% | -1%&-1% | -1%&10% | -9&-3 |
| COc1ccc(Cl)cc1NC(=O)Cn1nc(-c2ccc(C)cc2)n(C)c1=S | -7%[59 µM] | -6% | 3% | -1% | 25% | 10% | -8% | -18% | 2 |
| Cc1ccc(NC(=O)Cn2nc(-c3ccccc3)nc(Cc3ccccc3)c2=O)cc1 | 4%[59 µM] | -20% | -5% | -14% | 6% | -3% | -2% | -4% | 1 |
| Nc1c(Cl)cc(-c2csc(N3CCCC3c3nc4cc(Cl)c(Cl)cc4n3CCCO)n2)cc1Cl (stereo not given) | · | -17% | 26% | -19% | 2% | · | -6% | -1% | 4 |
| c1csc(-c2ccnc3ncnn23)c1 | -9% | -10% | -9% | -4% | 8% | 7% | 0% | -2% | -6 |
| CC(C)NC(=O)CSc1nc2ccccc2c(=O)n1Cc1ccc(C(=O)NC(C)C)cc1 | -4%[59 µM] | 0% | -3% | -10% | 29%[57 µM] | 1% | -5% | -6% | -3 |
| COC(=O)Cc1[nH]c(=S)[nH]c1C(=O)OC | · | 3.2µM* | -8% | -6% | 7% | -5% | -10% | ? | -10 |
| CC(C)(C)n1nnnc1C(c1ccccc1F)N1CCN(C2CCCC2)CC1 (stereo not given) | -37%[12.7 µM] | -26% | -1% | -17% | 31% | -37% | -1% | 1% | -8 |
| CC(C)C(NC(=O)c1ccccc1NC(=O)c1ccco1)C(=O)NNC(=O)c1ccncc1 (stereo not given) | 3% | 6% | -3% | -7% | 39%[activator] | -1% | -11% | -11% | 1 |
| CCn1c(C)[n+](Cc2ccccc2)c2ccc(Cl)cc21 | ? | -19% | -9% | -14% | 5% | -4% | -5% | 5% | 5 |
| O=C1OC(Nc2ccc3ncccc3c2)c2ccccc21 (stereo not given) | ? | -16% | -4% | -4% | -1% | -27% | i | 47%[activator] | -1 |
| CCN(CC)c1ccc(C(=O)OCc2c(C)noc2C)cc1 | 69%[activator] | -5%[57.1 µM] | 3% | ? | 82%[activator] | · | 5% | 0% | 4 |
| COC(=O)C(CCCN1C(=O)c2ccccc2C1=O)(NC(C)=O)c1nnn(C)n1 (stereo not given) | 1%[0.501 µM] | 11% | -3% | -11% | 45%[activator] | -1% | 2% | 8% | 5 |

Sorted by value in PGK inhibitor (rising): some entries from above
| SMILES | G9a block | JMJD2A Tudor inh | Pin1 inhibitor | Pol eta inh | HP1b binding inh | BAZ2B inh | PGK inhibitor | GLS inh | PI4K2A block |
| --- | --- | --- | --- | --- | --- | --- | --- | --- | --- |
| CCn1c(C)[n+](Cc2ccccc2)c2ccc(Cl)cc21 | ? | -19% | -9% | -14% | 5% | -4% | -5% | 5% | 5 |
| Clc1cc(Br)ccc1OCCOCCN1CCCC1 | 40µM* | 32µM* | 4% | -2% | ? | ? | 4% | 13% | 7 |
| CCOC(=O)N1CCN(C(=O)CN2C(=O)COc3ccc(C)cc32)CC1 | -2%[12.7 µM] | -7% | 2% | -8% | 9% | 3% | 11% | 0% | 4 |

This is a subset; rates above refer to the full screens.
